mcGAS MS inh = blocks mouse cGAS cGAMP production | Q8C6L5 | 130,000 tested, 0.18% active | AID 1259397 | recombinant mouse cGAS, cGAMP by RapidFire MS | inhibition, % at 12.5 µM;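 active means inhibition of cGAS enzyme activity at or above 60%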;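 further: enzyme stimulated by 45 bp dsDNA with ATP and GTP substrates; cGAMP share of summed cGAMP plus half ATP and half GTP signals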
Target sequence (Q8C6L5 whole entry, looked up): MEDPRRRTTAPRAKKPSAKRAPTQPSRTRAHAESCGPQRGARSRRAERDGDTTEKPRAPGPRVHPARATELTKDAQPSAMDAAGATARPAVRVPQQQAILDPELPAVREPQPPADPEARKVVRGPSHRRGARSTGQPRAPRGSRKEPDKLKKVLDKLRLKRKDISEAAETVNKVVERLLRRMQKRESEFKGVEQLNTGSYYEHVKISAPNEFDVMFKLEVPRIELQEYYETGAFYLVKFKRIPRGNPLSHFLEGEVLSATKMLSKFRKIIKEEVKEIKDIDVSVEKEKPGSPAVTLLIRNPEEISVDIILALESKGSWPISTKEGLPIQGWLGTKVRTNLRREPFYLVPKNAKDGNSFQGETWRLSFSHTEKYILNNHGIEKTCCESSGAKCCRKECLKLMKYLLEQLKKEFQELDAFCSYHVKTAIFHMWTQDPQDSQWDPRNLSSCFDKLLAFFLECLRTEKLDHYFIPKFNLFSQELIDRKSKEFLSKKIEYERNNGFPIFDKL
* marks the source's active call; other numbers are inactive results; & = joins results of further samples. Only part of the results is shown (hit frequency here may not be typical).

mcGAS MS inh	Structure
-0.5	C#C[C@]1(O)CCC2C3CCc4cc(OC)ccc4C3CC[C@@]21C (some centres not stated)
-5.5	CCn1c(SCC2CCOCO2)nnc1N1CCOCC1 (configuration not stated)
-10.4	O=C(COc1ccc(-n2cnnn2)cc1)N1CCCC2(CCNCC2)CC1
15.6	O=C(Nc1ccc2c(c1)OCCO2)c1cc2ccccc2oc1=O
-18.2&-4.1	CC(C)(C)c1nnc(Cn2c(=O)[nH]c3ccccc3c2=O)s1
-3.2	CCOC(=O)CSc1nc2c(c(=O)n1-c1ccccc1)SCC2
-13.4	CC(=O)Nc1cccc(C(=O)NCc2ccc(-c3csc(C)n3)cc2)c1
-11.2	CC1CC(N(C)CC(O)COc2ccc(C(F)(F)F)cc2)C(=O)O1 (configuration not stated)
36.0	Oc1ccc(C=Nn2cnn(Cc3ccccc3Cl)c2=S)c(O)c1
12.0	Cc1ccc(NC(=O)N2CCC(O)(C(=O)O)CC2)cc1
-7.9	CN(C)C(=O)c1ccc(CNc2c(Cl)cccc2C#N)cc1
-7.3	O=C(CSc1nc2c(cnn2Cc2ccccc2)c(=O)[nH]1)NCC1CCCO1 (configuration not stated)

Part of the list above in order of number of heavy atoms, highest first:
mcGAS MS inh	Structure
-0.5	C#C[C@]1(O)CCC2C3CCc4cc(OC)ccc4C3CC[C@@]21C (some centres not stated)
-7.9	CN(C)C(=O)c1ccc(CNc2c(Cl)cccc2C#N)cc1
12.0	Cc1ccc(NC(=O)N2CCC(O)(C(=O)O)CC2)cc1

(cont.)
mcGAS MS inh	Structure
-2.3	Cc1nccc(-c2ccccc2)c1C(=O)N1CCC2(CN(C)C(=O)O2)C1 (configuration not stated)
-2.4	O=C1CSC(CC(=O)NCCO)=N1
-10.1	Cc1ccc(S(=O)(=O)N2CCN(CC(=O)Nc3ccc(N4CCCC4)cc3C)CC2)cc1
-12.7	CC(=O)NCC(=O)N(C)Cc1cn[nH]c1-c1ccc(F)cc1
-4.2	C=CCc1ccc(O)c(OC)c1
-4.6	COc1cccc(NC(=O)CN(C)C2CC(=O)N(Cc3ccc(Cl)cc3)C2=O)c1 (configuration not stated)
-6.0	COc1ccc2nc(SC(C)c3nc(C)no3)[nH]c2c1 (configuration not stated)
-14.2	COc1ccccc1CN(C(=O)CNC(=O)c1ccccc1)C1CC1
-2.4	O=C1OC(/C=C/c2ccccc2)=NC/1=C/c1cccc(F)c1
-15.9	Cc1cccc(CN2CCC(CNC(=O)Cc3ccn(C)c3)C2)c1 (configuration not stated)
-17.1	Cc1ccc(NC(=O)c2cc(Cl)sc2Cl)c(CN(C)C)c1
-2.3	O=C(O)c1cc(-c2ccc(O)cc2)n[nH]1

Carrying on.
mcGAS MS inh	Structure
-10.8	CN1CCc2[nH]nc(C(=O)N3CCCC(N4CCCC4)C3)c2C1 (configuration not stated)
-7.8	Cc1nn2c3c(cnc2c1-c1ccccc1)C(=O)CC(c1ccco1)C3 (configuration not stated)
-2.3	O=C(NCCSCc1ccccc1)C1(c2ccccc2)CCC1
2.5	CCC1CCCCN1CN1C(=O)c2cc(Cl)c(Cl)cc2C1=O (configuration not stated)
11.7	CS(=O)(=O)Nc1c(O)ccc2c1CCCC2C1=NCCN1 (configuration not stated)
-9.5	Cc1c(CN(C)C(=O)C2CCC(=O)N(CCN3CCOCC3)C2)[nH]c2ccccc12 (configuration not stated)
-40.2	Cc1ccc(C(C)(C)C)cc1Sc1ccc2nnnn2n1
1.5	O=C1NC(Cc2c[nH]c3ccccc23)C(=O)N1Cc1cc(=O)n2ccsc2n1 (configuration not stated)
2.2	COC(=O)c1ccc(CSc2nnc(Cc3c(C)[nH]c(=O)[nH]c3=O)o2)cc1
-4.6	O=C(Nc1cc(CCc2ccccc2)ccn1)c1cnc[nH]1
-9.2	O=C(Cn1cnc2ccccc21)N1CCN(c2ccccn2)CC1
-23.4	Fc1cccc(F)c1-c1nc(-c2ccncc2)no1

(more compounds)
mcGAS MS inh	Structure
-7.9	COc1ccc(Br)cc1C=C1N=C(c2cc(OC)c(OC)c(OC)c2)OC1=O
-3.3	O=C(O)c1ccc(-c2nccs2)s1
-2.8	CN1OC(C)(CC(=O)NCc2cccc(O)c2)N=C1c1cccc2ccccc12 (configuration not stated)
1.5	CC(=O)N1CCN(C(=O)/C=C/c2ccc(-c3ccc(Br)cc3)s2)CC1
-0.9	COCCCNC(=O)C(C1CCCC1)N1CCN(C(=O)c2cc(F)cc(F)c2)CC1 (configuration not stated)
-3.8&-3.5	O=C(c1ccc(C(F)(F)F)cc1)C1CCCN(C(=O)c2cnccn2)C1 (configuration not stated)
3.2	CCN(CC)S(=O)(=O)c1c(C)c(C)c(C)c(C)c1C
-2.0	CN(c1ncccc1C(=O)N1CCOC2(CNCCOC2)C1)C1CCCCC1 (configuration not stated)
-5.4	CN(CCN1CCOC1=O)CCN(C)c1ccccc1
-2.6	CN(C(=O)C1CC1c1ccco1)c1ccccc1S(C)(=O)=O (configuration not stated)
0.9	O=C(Cc1cccc(F)c1)NNC(=O)c1cccs1
-10.5	CCC(C(N)=O)N1CCC(CN2CCCCC2)C1 (configuration not stated)

By substructure, the compounds so far with an NH in an aromatic ring.
mcGAS MS inh	Structure
-18.2&-4.1	CC(C)(C)c1nnc(Cn2c(=O)[nH]c3ccccc3c2=O)s1
-7.3	O=C(CSc1nc2c(cnn2Cc2ccccc2)c(=O)[nH]1)NCC1CCCO1 (configuration not stated)
-12.7	CC(=O)NCC(=O)N(C)Cc1cn[nH]c1-c1ccc(F)cc1
-6.0	COc1ccc2nc(SC(C)c3nc(C)no3)[nH]c2c1 (configuration not stated)
-2.3	O=C(O)c1cc(-c2ccc(O)cc2)n[nH]1
-10.8	CN1CCc2[nH]nc(C(=O)N3CCCC(N4CCCC4)C3)c2C1 (configuration not stated)
-9.5	Cc1c(CN(C)C(=O)C2CCC(=O)N(CCN3CCOCC3)C2)[nH]c2ccccc12 (configuration not stated)
1.5	O=C1NC(Cc2c[nH]c3ccccc23)C(=O)N1Cc1cc(=O)n2ccsc2n1 (configuration not stated)
2.2	COC(=O)c1ccc(CSc2nnc(Cc3c(C)[nH]c(=O)[nH]c3=O)o2)cc1
-4.6	O=C(Nc1cc(CCc2ccccc2)ccn1)c1cnc[nH]1

Next records follow.
mcGAS MS inh	Structure
-2.2	Cc1c(CCC#N)c(=O)n2c3ccccc3nc2n1CC(=O)c1ccccc1
3.0	COc1ccc(CC2c3nc(-c4ccc(Cl)cc4)ncc3C(=O)N2C)cc1 (configuration not stated)
1.0	O=C(Nc1ccc2c(c1)CN(Cc1cccn1-c1cccnc1)CC2)C1CCCO1 (configuration not stated)
-7.7	Cc1c(C(=O)OC2CCCC2C)[nH]c2c1C(=O)CCC2 (configuration not stated)
0.2	COc1cccc(N=C2NN=C(c3ccc(NC(=O)C(C)(C)C)cc3)CS2)c1
-14.0	c1ccc(C2CCCN2Cc2ccc3occc3c2)nc1 (configuration not stated)
58.8	CN(C)c1ccc(C(C#N)=C(C#N)C#N)cc1
-8.8	Cc1c(C(=O)NCc2cccs2)sc(=O)n1Cc1ccc(S(=O)(=O)N(C)C)cc1
-3.0	CCOc1cc(CNC(=O)N2CCOC(C)C2)ccc1OC(F)F (configuration not stated)
-5.2	CC1(C(=O)Nc2ccccc2F)CCN1CCc1ccccc1 (configuration not stated)
-15.6	CN1CC(c2nc3ccccc3n2Cc2ccc(C(C)(C)C)cc2)CC1=O (configuration not stated)
-6.6	O=C(CC1CCCC1)Nc1cc(C(F)(F)F)ccc1-n1cncn1

More records follow:
mcGAS MS inh	Structure
0.8	Cc1ncsc1C(=O)NCc1cc(Br)ccc1F
-12.2	COCCNC(=S)NN=C1c2ccccc2-c2ccccc21
-2.4	COc1ccc(C(=O)C2CCCN(Cc3ccc(NC(C)=O)cc3)C2)c(C)c1 (configuration not stated)
-23.7	O=C(NCc1ccco1)C1(N2CCCCC2)Cc2ccccc2C1
2.3	O=C(CC1C(=O)NCCN1Cc1cccc(C(F)(F)F)c1)NCCOc1cccnc1 (configuration not stated)
-6.6	COC(=O)C1CC(=O)c2ccsc2C1 (configuration not stated)
-1.0	S=C(NCCCN1CCOCC1)Nc1ccc(N2CCOCC2)cc1
-3.1	COc1ccc(C(=O)N=Nc2c(O)[nH]c3ccccc23)cc1OC
-3.5	Cc1ccc(C)c(S(=O)(=O)C2(C(=O)O)CCCC2)c1
-2.9&-1.7	CCCCCCCCCCCCCCCCOP(=O)(O)OCC[N+](C)(C)C
-8.6	COCCNC(=O)Cc1ccc(NC(=O)c2ccc(OC)c(OC)c2OC)cc1
-25.9	CCn1c(C2CCCN(C(=O)C3CCNCC3)C2)nn(CCN(C)C)c1=O (configuration not stated)

New compounds follow:
mcGAS MS inh	Structure
-10.6	CC(NCC1CCC1)c1ccccc1 (configuration not stated)
0.4	CCCCC1C=CCN1C(=O)c1ccc(=O)[nH]c1 (configuration not stated)
3.5	COCc1ccc(C(=O)N2CCOC(CCCc3ccccc3)C2)o1 (configuration not stated)
1.6	COc1ccc(-c2ccccc2NC(=O)C2CCCN(Cc3ccc(C)o3)C2)cc1 (configuration not stated)
-1.8	O=C(N=Nc1c(O)[nH]c2ccc(Br)cc12)C12CC3CC(CC(C3)C1)C2
-9.0	O=c1c2ccccc2nnn1CCOc1ccc2ccccc2c1
0.0	CCC(C)C(N)C(=O)Nc1c(C)n[nH]c1C (configuration not stated)
-6.4&1.7	O=C(Nc1cccc(-c2ccc(F)cc2)c1)C1CCCN(C(=O)c2ccco2)C1 (configuration not stated)
-7.5	Cn1cccc1C=NN=C1NC(=O)C(CC(=O)O)S1 (configuration not stated)
-3.3	COc1ccc(Cl)cc1Cn1c(C)c(C(=O)NCc2ccco2)sc1=O
-12.4	C[C@@H](NC(=O)OC(C)(C)C)C(=O)NCC1(O)CCCc2ccccc21 (some centres not stated)
-6.0	Cc1ccc(CN2CCC2(C)C(=O)Nc2ccc(C)cc2)cc1 (configuration not stated)

Going on with the list.
mcGAS MS inh	Structure
-26.4	CCO[C@H]1COC[C@@H]1n1cc(-c2ccc3c(c2)OCCO3)nn1
-14.1	CCOC(=O)C1CSCCN1c1ccc2nnnn2n1 (configuration not stated)
-7.3	Clc1ccc(-c2ccc(CN3CCOCC3)cn2)cc1Cl
-0.2	O=S(=O)(C(F)F)N1CCC(CNc2cccc(F)n2)CC1
-17.4	CC(C)c1ccc(CC(=O)N2CCC2(C)C(=O)Nc2ccc3nc[nH]c3c2)cc1 (configuration not stated)
-2.2	CC(C)NC(=O)CN1CCN(C(=O)CN2C(=O)[C@H](Cc3ccccc3)NC(=O)c3ccccc32)CC1
-18.9	CC(=O)NC(C(=O)Nc1nc2c(C)ccc(C)c2s1)C(C)C (configuration not stated)
-1.6	CN1CCC2(CC1)CC(=O)c1cc(-c3ccc(C(=O)N4CCN(CCO)CC4)cc3)ccc1O2
-8.2	c1ccc(CNc2ncnc3scc(-c4cccs4)c23)nc1
-6.9	CCC(=O)c1cc(F)ccc1OCC(=O)NC(C)(C)C
-4.4	O=S1(=O)CCN2C(=N1)SC1=C2CCN(Cc2ccccc2)C1
3.1	Cc1cccc(C(=O)Nc2cc(-c3cccs3)nn2-c2nc(C(C)C)cc(=O)[nH]2)c1

(continued)
mcGAS MS inh	Structure
7.0	O=C1Nc2ccc(Cl)cc2/C1=C\c1ccc(Br)s1
-30.7	CCOc1ncccc1-c1ccc[nH]c1=O
8.7	Cc1cc(/C=C(\C#N)C(N)=S)c(C)c(Cn2ccc(C(F)(F)F)n2)c1
-9.2	COc1ccccc1C1CC(c2ccccc2)=NN1c1ccccc1 (configuration not stated)
-1.1	O=C(Oc1ccccc1)c1ccc(S(=O)(=O)NC2CC2)cc1
-31.9	C/C(=N/N=C1\NC(=O)C(CC(=O)Nc2ccccc2C)S1)C(C)(C)C (configuration not stated)
-9.1	COCCOC(=O)C1=C(C)NC(=O)NC1c1ccc(F)cc1 (configuration not stated)
-7.5	CC(C)n1cc2c(n1)CC(N)CC2 (configuration not stated)
-5.0	COc1nn(C)cc1C(=O)OCc1cc(-c2cccs2)on1
4.3	Cc1nnc2n(c1=O)N=C(c1ccc3c(c1)NC(=O)CO3)CS2
-2.5	CC(CNc1ccc(S(C)(=O)=O)cc1S(C)(=O)=O)Cn1ccnc1 (configuration not stated)
-4.9	Cc1ccc(Cn2c(C)c(C(=O)Nc3ccc(C)cc3)sc2=O)cc1

New compounds follow.
mcGAS MS inh	Structure
-0.2	COC(=O)c1cc(Cl)c(NC(=O)c2c(-c3ccccc3Cl)noc2C)cc1OC
-5.3	CC(C)c1ocnc1C(=O)N1CCC(c2cc(Cc3ccccc3)[nH]n2)CC1
0.8	Cc1ccc(-n2nc(-c3ccc(F)cc3)cc2C(=O)O)c(C)c1
-11.6	C#CCN(CC=C)C(=O)CC1C(=O)NCCN1C1CCCC1 (configuration not stated)
5.3	COc1ccc(S(=O)(=O)NCc2ccc3c(c2)OCO3)cc1C(C)(C)C
-16.7	CN1CCC2(CC1)CN(C(=O)c1cc(=O)c3ccccc3o1)CCN2C
-1.1	CC1CC1CN(C(=O)c1c[nH]c(=O)c(Br)c1)C(C)C (configuration not stated)
-11.2	COc1ccc(C)cc1NC(=O)N(C)C(C)c1nc(C)sc1C (configuration not stated)
-49.0	CC(=NNc1nc(C)cc(=O)[nH]1)C1CC1
-6.7	Cc1ccsc1CN(C)C(=O)CC(c1ccccc1)c1ccc2c(c1)OCO2 (configuration not stated)
-10.1	FC(F)(F)c1cccc(N2CCN(C3CCCN(Cc4cnc[nH]4)C3)CC2)c1 (configuration not stated)
-2.4	Cc1ccccc1CCNC(=O)Cn1c(-c2cccs2)n[nH]c1=S

Next compounds
mcGAS MS inh	Structure
-8.8	CC(C)CC(CO)NC(=O)Nc1cccs1 (configuration not stated)
-3.8	COc1ccc(NC(=O)N2c3cc(C)c(C)cc3C(C)=CC2(C)C)cc1OC
-2.9	CN(C)c1cc(N(C)Cc2cc(C(C)(C)C)n[nH]2)ncn1
-24.1	O=c1[nH]nc(C(O)c2ccccc2)n1Cc1cccs1 (configuration not stated)
-7.8	CN(CC(=O)Nc1ccccc1)C(=O)C1CC2CCCC(C1)C2=O (configuration not stated)
-4.3	Cc1cc(N(CCO)CCO)ccc1N=Nc1cc(F)ccc1F
-7.3&2.6	CCOC(=O)[C@H](CCc1ccccc1)N[C@@H](C)C(=O)N1[C@H](C(=O)O)C[C@@H]2CCC[C@@H]21
